# High-throughput results from PubChem.
# b-catenin transl = modulators of beta-catenin nuclear translocation | 0.3% of 190,000 active | nuclear translocation activity, % at 5 µM | AID 1665 | HeLa beta-catenin nuclear translocation, immunofluorescence imaging;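 active = nuclear translocation activity above 50% at 5 µM, with a well cell count of 50 or more; inconclusive = wells under 50 cells across six images, flagged as toxic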;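 also: per-cell ratio of nuclear to cytoplasmic median beta-catenin stain intensity; plate controls were DMSO negative control for no effect and GSK-3 inhibitor IX positive control for full effect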
#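 System: HeLa cells, endogenous beta-catenin; compound dosing: 5 µM primary single dose, 0.1% DMSO, 0.02–20 µM confirmation series; incubation: 24 h compound exposure at 37°C, 5% CO2; signal: beta-catenin immunofluorescence imaging with DAPI; evaluation: % activation, nuclear-to-cytoplasmic median beta-catenin signal ratio per cell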
# T cell HTS = T cell immune modulators affecting CD8 T cell-vesicle binding; 2C CD8+ T cell-vesicle binding, flow cytometry; active compounds read low; calls only at 7 µM; 0.068% of 330,000 active;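 active = response, share of CD8 T cells binding vesicles, and their 90th percentile fluorescence all below set limits, cut at about 80% in these data, passing the limit was not always enough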
#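 Material: murine 2C transgenic CD8+ T lymphocytes / Also added: QL9-peptide-loaded Drosophila micro-vesicles bearing Ld, ICAM-1 and B7-1 / Schedule: binding step 1.5 h, 37 °C, antibody labelling 20 min, ice / Signal: flow cytometry, PE anti-B7-1 (FL2) versus Alexa647 anti-CD8 (FL8), PFA-fixed / Evaluation: percent CD8+ FL2 mean versus row control / Benchmarks: naked versus QL9-loaded vesicles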
# Insulin prom up = MIN6 insulin promoter up-regulation; MIN6 insulin promoter-GFP reporter, high-content imaging; active compounds read high; z-score at 5 µM; 0.3% of 190,000 active; AID 1625;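 active = z-score above 3 at 5 µM with at least 500 cells counted in the well; inconclusive = wells under 500 cells, flagged as cytotoxic or low count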
# Myeloid diff 2 = myeloid differentiation induction | ER-HoxA9 myeloid progenitors, lysozyme-GFP differentiation, flow cytometry | 1% of 360,000 active | calls only at 10 µM;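 active = normalized GFP-positive differentiation at or above the plate's own cutoff, the solvent-only control mean plus 3 SD; inconclusive = no clear call, values can overlap the other calls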;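 also: cells exposed to compound for four days before flow analysis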
# West Nile antiviral = inhibition of WNV-induced cytopathic effect – cell-based, CPE readout (AID 1621); West Nile virus-infected cells, CPE inhibition; higher % means a stronger effect; CPE inhibition, % at 10 µM, or IC50 in µM where a hit was titrated; 0.02% of 290,000 active; in the data active = a potency from the dose series; inconclusive = CPE inhibition mostly from about 3.7% at the one dose, without a potency; inactive = the rest, 99 in 100 with CPE inhibition below about 2.2%; also: strong numbers were not always called active
# Hep lipid drop = hepatic lipid droplet formation modulation | AML12 mouse hepatocytes, oleate lipid droplets, BODIPY imaging | 0.4% of 240,000 active | inhibition, % at 6.5 µM;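 active = lipid droplet intensity inhibited by at least 50%, with more than 500 cells counted; inconclusive = wells with under 300 cells, treated as cytotoxic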
#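 Technique: fluorescence imaging, 20x objective, two fields per well / Assay system: AML12 hepatocytes (mouse) / Measure: % inhibition of lipid droplet signal / Doses: 6.5 µM single-point dosing / Incubation: overnight exposure / Reagent: 100 µM oleic acid challenge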
# MT stabilizer = microtubule stabilizers in HeLa cells; HeLa tubulin immunostaining HCS, 24 h; share of cells brighter than vehicle mean+2SD; % tubulin-high responders, % at 10 µM; 0.83% of 200,000 active; AID 2205;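 active = plate Z-score above 3 for both tubulin-high and condensed-nucleus cell shares, with cell loss under 80%, at 10 µM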;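 also: anti alpha tubulin signal scored within the nucleus-defined area of each cell; some results filed as inactive read as strong as hits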
# Autophagy mod = autophagy modulation, high-content screen | MEF GFP-LC3 puncta imaging; test concentration mostly 10 µM | calls only at 10 µM (by protocol) | 0.98% of 190,000 active | AID 463193;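 active = percentage of spot-positive cells more than 3 SD above its plate mean, without a fluorescence outlier flag or 80% toxicity; inconclusive = no clear call, values can overlap the other calls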;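 also: spot-positive cell cutoff set from DMSO-treated cells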
# WT yeast gro inh = growth inhibition of WT yeast, mitochondrial fusion screen; mitochondrial fusion phenotypic screen, WT strain; inhibition, % at 10 µM; 2.1% of 190,000 active; in the data active = inhibition above about 58%; tested in S. cerevisiae
# WT yeast gro inh mutant strain = also measured in WT yeast gro inh; calls as there; inhibition, %; mitochondrial fusion phenotypic screen, mutant strain inhibition
# Insulin prom up cell count = also measured in Insulin prom up; calls as there; cell count; measured here: cytotoxicity, nuclei count;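 total cells summed across four imaged fields per well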
# Hep lipid drop cells 6.5 µM = further read-out of Hep lipid drop, marked with its call; cell count; measured here: cell count, cytotoxicity flag;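 cells counted across two imaged fields per well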
# b-catenin transl cell count 5 µM = further read-out of b-catenin transl, marked with its call; cell count; measured here: cell count, cytotoxicity flag
# T cell HTS vesicle-bound % = further read-out of T cell HTS, marked with its call; double positive events, %; measured here: CD8+ vesicle-bound cell fraction;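 binding gate set so that unloaded-vesicle control wells show 10% double positive cells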
# MT stabilizer Hoechst-high % = further read-out of MT stabilizer, marked with its call; % Hoechst-high responders; measured here: nuclear condensation Hoechst responders;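 share of cells brighter than vehicle mean plus two SD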
# MT stabilizer cytotoxicity % = second read-out of MT stabilizer, no call of its own (marks repeat the call); toxicity, %; measured here: cytotoxicity by cell density;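 0% = mean cell density of plate MIN control wells and 100% = no cells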
# Autophagy mod cell loss 18 h = recorded beside Autophagy mod, whose call it bears; toxicity, %; measured here: cell loss, nuclei count;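 cell loss after 18 h compound exposure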
# Myeloid diff 2 GFP+ MAC1+ % = second read-out of Myeloid diff 2, no call of its own (marks repeat the call); GFP+ MAC1+ double positive, %; measured here: differentiation confirmed by MAC1 staining
# * marks the source's active call; other numbers are inactive results; i = inactive; ? = inconclusive; nt = not tested or not shown; + = active, no number. Compounds were not picked by outcome (roughly 3.9% active in at least one column).
SMILES,b-catenin transl,b-catenin transl cell count 5 µM,T cell HTS,T cell HTS vesicle-bound %,Insulin prom up,Insulin prom up cell count,Myeloid diff 2,Myeloid diff 2 GFP+ MAC1+ %,West Nile antiviral,Hep lipid drop,Hep lipid drop cells 6.5 µM,MT stabilizer,MT stabilizer Hoechst-high %,MT stabilizer cytotoxicity %,Autophagy mod,Autophagy mod cell loss 18 h,WT yeast gro inh,WT yeast gro inh mutant strain
O=C(CCCC(=O)c1ccccc1)NCc1ccccc1,nt,nt,i,14,nt,nt,i,0.7,-0.5%,-12,828,nt,nt,nt,nt,nt,nt,nt
COc1ccc2oc(C(=O)OCC(=O)NC(C)c3ccccc3)c(C)c2c1 (stereo not drawn),nt,nt,i,61,nt,nt,i,0.7,-0.6%,-1,613,nt,nt,nt,nt,nt,nt,nt
COc1ccc(/C=c2/sc3nc(-c4ccccc4)c(-c4ccccc4)n3c2=O)cc1,-1.6,1060,i,38,0.62,1428,i,0.4,0.7%,30,684,2.4,2.5,9.2,i,8,-12,-5
Cc1cc(NC(=O)Cn2nnc3sc4c(c3c2=O)CCC(C(C)(C)C)C4)no1 (stereo not drawn),4.9,1281,i,51,-1.7,1227,i,0.3,0.0%,nt,nt,3.8,1.3,11,i,-57,53,-4
Cc1ccc(NC(=O)CSc2nncn2N)cc1C,nt,nt,i,60,nt,nt,i,0.5,0.3%,1,856,nt,nt,nt,nt,nt,nt,nt
CCOc1ccc(NC2c3ccccc3C(=O)N2Cc2ccc3c(c2)OCO3)cc1 (stereo not drawn),nt,nt,i,30,-0.3,712,i,4.0,-0.4%,nt,nt,5.5,2.4,6.5,i,16,38,13
CCN(CC)CCNC(=O)c1c(C)n(-c2ccccc2)c2cc(Br)c(OC)cc12,-0.4,1372,i,31,0.25,1332,i,0.6,?,nt,nt,3.0,2.8,4.9,+,-2.6*,20,2
Cc1ccc(-n2c(=O)[nH]c3c(C(N)=O)nc(CC(C)C)nc32)cc1,nt,nt,i,61,0.12,1274,i,0.8,-0.1%,24,567,3.5,2.3,5.4,i,4,4,1
Cc1cc(C)n2cc(CSc3nc4ccccc4s3)nc2n1,-2.6,1137,i,54,0.36,1355,i,1.6,-0.5%,-4,712,4.0,2.2,2.4,i,20,27,8
C=C(C)C(=O)Nc1cccc(C2=NOC3(C2)C[C@@H](C(N)=O)N(C(=O)/C=C/C=C/C)C3)c1 (stereo partly drawn),-0.5,1098,i,22,-0.04,804,i,2.7,-0.5%,-40,692,nt,nt,nt,nt,nt,nt,nt
COc1ccc(CN2C(=O)NC(C)(c3ccc(C)cc3)C2=O)cc1F (stereo not drawn),-0.8,1075,i,20,0.4,1106,i,0.6,0.1%,14,666,4.7,2.7,6.5,i,-6,-8,2
CCOC(=O)C1CCN(S(=O)(=O)c2cn(C)cn2)CC1,nt,nt,i,8,nt,nt,i,0.6,0.7%,2,789,nt,nt,nt,nt,nt,nt,nt
O/N=C/c1cc(Br)cs1,2.4,1051,i,57,-0.2,1331,i,1.1,0.2%,1,723,nt,nt,nt,nt,nt,nt,nt
CS(=O)(=O)N1CCN(C(=O)c2c(F)cccc2F)CC1,-0.9,1162,i,32,0.45,1989,i,0.9,0.1%,8,657,3.7,2.5,4.3,i,9,10,4
Cc1cc[n+](-c2[nH]c(=O)sc2/C=N/NC(=O)c2ccccc2[O-])cc1C,0.4,1130,i,41,0.9,1415,i,0.4,0.9%,15,689,4.1,2.4,3.6,i,18,2,0
COc1ccc(-n2ncc3c(NCC4CCCO4)ncnc32)cc1 (stereo not drawn),0.7,1409,i,31,0.62,1622,i,0.5,1.3%,nt,nt,3.1,0.9,8.4,i,0,-15,-12
CC(=O)N(C1=C(N)C(=O)c2ccccc2C1=O)c1ccccc1,nt,nt,i,43,nt,nt,i,0.7,-2.0%,-3,852,nt,nt,nt,nt,nt,nt,nt
CCOc1ccccc1NC(=O)c1cccc(NC2=NC3CS(=O)(=O)CC3S2)c1 (stereo not drawn),nt,nt,i,31,nt,nt,i,2.5,0.3%,-1,736,nt,nt,nt,nt,nt,nt,nt
CCc1cc(=O)oc2cc(OS(C)(=O)=O)ccc12,nt,nt,i,40,nt,nt,i,0.6,-0.1%,nt,nt,3.3,2.7,1.7,i,-37,nt,nt
CCN(CC)S(=O)(=O)c1ccc(C(=O)N2CCN(C3=NS(=O)(=O)c4ccccc43)CC2)cc1,nt,nt,i,55,nt,nt,i,0.7,-0.4%,23,679,nt,nt,nt,nt,nt,nt,nt
NC1=NC(=O)/C(=C/c2cccc(F)c2)S1,nt,nt,i,52,nt,nt,i,0.1,0.0%,1,822,nt,nt,nt,nt,nt,nt,nt
O=C(c1cc2c(s1)-c1ccccc1OC2)N1CCN(c2ccccc2)CC1,nt,nt,i,36,2.3,897,i,1.4,-0.2%,nt,nt,2.2,5.0,8.2,i,7,36,34
CC(=O)c1ccc(NC(=O)/C(=C\c2ccc(F)cc2)NC(=O)c2ccco2)cc1,nt,nt,i,24,nt,nt,i,3.3,-0.5%,2,795,nt,nt,nt,nt,nt,nt,nt
CCOC(=O)C1CCN(Cc2ccc(OCc3ccccc3)c(OC)c2)CC1,nt,nt,i,41,nt,nt,i,0.5,-0.4%,-21,787,nt,nt,nt,nt,nt,nt,nt
C/C(=N\NC(=O)C(C)Sc1ccccc1)C(C)(C)C (stereo not drawn),0.9,1337,i,28,-0.22,1544,i,0.7,0.3%,nt,nt,3.5,1.9,6.1,i,4,-3,-10
COC(=O)c1cnc2c(c1C(=O)OC)c(=O)n(C)c(=O)n2C,-0.8,907,i,6,0.29,1291,i,0.5,0.2%,-6,657,4.6,1.9,2.4,i,12,9,4
COc1ccccc1NCCC(=O)O,0.4,1368,i,32,-0.26,1084,i,0.3,2.3%,1,689,nt,nt,nt,nt,nt,nt,nt
CC(C)C(=O)Nc1ccc(C(=O)NNC(=S)NC(=O)c2cccs2)cc1,1.9,1137,i,23,0.1,1375,i,1.2,-0.7%,-5,659,1.8,1.8,2.3,i,2,-17,15
CCCc1cc(=O)n2[nH]c(-c3ccc(Cl)cc3)cc2n1,nt,nt,i,68,nt,nt,i,0.2,-1.2%,-25,802,nt,nt,nt,nt,nt,nt,nt
CC(C)CNc1cc(=O)n(C)c(=O)n1C,nt,nt,i,6,-0.02,1271,i,0.3,0.4%,-10,780,2.5,1.9,9.6,i,7,4,12
O=C(C1CCC(CNc2c(N3CCCCC3)c(=O)c2=O)CC1)N1CCN(c2ccccn2)CC1 (stereo not drawn),nt,nt,i,34,nt,nt,i,2.6,0.9%,15,801,nt,nt,nt,nt,nt,12,1
O=C(c1cccc(F)c1)N1CCc2ccccc21,-0.3,947,i,10,0.84,659,i,8.6,-0.1%,-10,779,1.9,1.7,10,i,-5,14,8
CC(NC(=O)Nc1nccs1)(C(F)(F)F)C(F)(F)F,-5.6,1175,i,48,-0.54,821,i,0.7,-0.5%,-6,779,2.9,1.5,4.7,i,-5,-1,7
O=C(Nc1ccccc1C(=O)NCCCN1CCOCC1)c1cccc([N+](=O)[O-])c1,nt,nt,i,5,nt,nt,i,0.6,-0.8%,-1,831,nt,nt,nt,nt,nt,nt,nt
O=C(NCCOc1ccccc1Cl)c1cc(F)c(F)cc1Cl,-1.5,1395,i,44,-0.27,1516,i,11,-0.8%,nt,nt,1.8,1.8,7.5,i,1,16,14

# Part of the list above in order of SMILES length, highest first.
SMILES,b-catenin transl,b-catenin transl cell count 5 µM,T cell HTS,T cell HTS vesicle-bound %,Insulin prom up,Insulin prom up cell count,Myeloid diff 2,Myeloid diff 2 GFP+ MAC1+ %,West Nile antiviral,Hep lipid drop,Hep lipid drop cells 6.5 µM,MT stabilizer,MT stabilizer Hoechst-high %,MT stabilizer cytotoxicity %,Autophagy mod,Autophagy mod cell loss 18 h,WT yeast gro inh,WT yeast gro inh mutant strain
O=C(Nc1ccccc1C(=O)NCCCN1CCOCC1)c1cccc([N+](=O)[O-])c1,nt,nt,i,5,nt,nt,i,0.6,-0.8%,-1,831,nt,nt,nt,nt,nt,nt,nt
O=C(c1cc2c(s1)-c1ccccc1OC2)N1CCN(c2ccccc2)CC1,nt,nt,i,36,2.3,897,i,1.4,-0.2%,nt,nt,2.2,5.0,8.2,i,7,36,34
COC(=O)c1cnc2c(c1C(=O)OC)c(=O)n(C)c(=O)n2C,-0.8,907,i,6,0.29,1291,i,0.5,0.2%,-6,657,4.6,1.9,2.4,i,12,9,4
C/C(=N\NC(=O)C(C)Sc1ccccc1)C(C)(C)C (stereo not drawn),0.9,1337,i,28,-0.22,1544,i,0.7,0.3%,nt,nt,3.5,1.9,6.1,i,4,-3,-10
O=C(c1cccc(F)c1)N1CCc2ccccc21,-0.3,947,i,10,0.84,659,i,8.6,-0.1%,-10,779,1.9,1.7,10,i,-5,14,8
CC(C)CNc1cc(=O)n(C)c(=O)n1C,nt,nt,i,6,-0.02,1271,i,0.3,0.4%,-10,780,2.5,1.9,9.6,i,7,4,12
